Runt-CBFb FRET = inhibitors of RUNX1 Runt–CBFb binding, primary screen, biochemical, FRET, Cerulean-Runt, Venus-CBFb, uHTS; Runt-related transcription factor 1 (Homo sapiens) + Core-binding factor subunit beta …; Cerulean-Runt/Venus-CBFb FRET ratio 530/480, 1 h; inhibition, % at 20 µM; actives 0.46% (n = 220,000);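 active = inhibition over about 50% at 20 µM in the single-dose screen, limit read from the data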;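 note: 0% = DMSO wells and 100% = excess unlabeled CBFb competitor control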
Target sequence (Q01196 whole entry, looked up): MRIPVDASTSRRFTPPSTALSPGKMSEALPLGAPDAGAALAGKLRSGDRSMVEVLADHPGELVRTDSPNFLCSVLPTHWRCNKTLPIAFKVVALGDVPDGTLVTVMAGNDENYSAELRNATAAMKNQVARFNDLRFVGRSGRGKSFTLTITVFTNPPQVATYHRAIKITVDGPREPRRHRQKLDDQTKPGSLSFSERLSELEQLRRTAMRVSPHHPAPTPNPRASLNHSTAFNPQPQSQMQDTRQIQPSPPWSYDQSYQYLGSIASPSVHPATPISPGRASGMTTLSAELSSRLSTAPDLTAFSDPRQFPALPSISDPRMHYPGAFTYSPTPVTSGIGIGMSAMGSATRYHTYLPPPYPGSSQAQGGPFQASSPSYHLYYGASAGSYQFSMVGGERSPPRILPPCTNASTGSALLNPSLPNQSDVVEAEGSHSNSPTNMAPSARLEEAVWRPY
Target sequence (Q13951 whole entry, looked up): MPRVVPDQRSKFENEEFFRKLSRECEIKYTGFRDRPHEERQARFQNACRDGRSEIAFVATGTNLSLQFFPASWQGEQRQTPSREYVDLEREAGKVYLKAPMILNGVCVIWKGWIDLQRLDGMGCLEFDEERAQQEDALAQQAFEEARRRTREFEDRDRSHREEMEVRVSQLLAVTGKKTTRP
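Assay system: Cerulean-tagged RUNX1 Runt domain (FRET donor) fusion protein / Amount: 100 nM each of Venus-CBFb and Cerulean-Runt domain / Medium: Tris buffer pH 7.5 with salts and BSA / Also added: Venus-CBFb 100 nM / Schedule: 1 h complex formation plus 1 h compound treatment, room temperature / Signal: FRET fluorescence / Read-out: loss of energy transfer signal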
Runt-SMMHC FRET = inhibitors of RUNX1 Runt–CBFb-SMMHC binding, primary screen, biochemical, FRET, Cerulean-Runt, Venus-CBFb-SMMHC, uHTS. Runt-related transcription factor 1 (Homo sapiens) + Core-binding factor subunit beta …. Cerulean-Runt/Venus-CBFb-SMMHC FRET ratio 530/480, 1 h. inhibition, % at 20 µM. actives 0.74% (n = 220,000). AID 1434, 2008;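 active = mean inhibition across duplicate retests at 20 µM reaching about 50%, limit read from the data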;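 note: 0% = DMSO wells and 100% = wells with excess untagged CBFb-SMMHC; inhibitors lower the FRET ratio by blocking Runt binding to CBFb-SMMHC; some results filed as inactive read as strong as hits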
Mdm2 ligase inh = MDM2-luciferase reporter signal enhancers, primary screen, MDM2 E3 ligase inhibitor project, cell-based, luminescence, 1536-well | cell-based MDM2 ubiquitination luciferase reporter, 2 h; 0 = plate control, 100 = twice control, blank-subtracted | signal enhancement, % at 5 µM | actives 0.11% (n = 210,000) | AID 1230, 2008;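 active = signal enhancement of 30% or more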;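 note: luminescence tracks abundance of the self-degrading MDM2-luciferase fusion protein; higher signal means inhibition of MDM2 E3 ligase activity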
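Test system: mammalian cells stably expressing self-ubiquitinating, self-degrading MDM2 E3–luciferase fusion; Amount: 2000 cells in each well; Medium: DMEM; Schedule: 4 h settle plus 2 h compound, 37 °C; Technique: SteadyLite luciferase luminescence after 15 min room-temperature reagent incubation; Benchmarks: plate control and blank wells.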
Hck Nef HTS = inhibitors of Nef-activated human Hck kinase, primary screen, biochemical, Z-Lyte FRET, 384-well, Hck-YEEI. Tyrosine-protein kinase HCK (Homo sapiens), P08631. actives 0.68% (n = 220,000). Recombinant Hck-YEEI plus Nef, Z-Lyte FRET kinase assay. AID 463187, 2010. inhibition, % at 20 µM;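 active = Hck-Nef kinase inhibition above about 50%, limit read from the data; inactive = inhibition below that limit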;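 note: 0% = DMSO with Hck plus Nef and 100% = Hck alone without Nef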
14-3-3 Bad PPI = inhibitors of 14-3-3 zeta/Bad binding, primary screen, biochemical, TR-FRET, bovine 14-3-3 zeta; 14-3-3 protein zeta/delta (Bos taurus), P63103; TR-FRET 14-3-3zeta/Dy647-pBad peptide displacement, 1 h; inhibition, % at 21.7 µM; actives 0.71% (n = 220,000); AID 781, 2007;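 active = inhibition above about 70%, limit read from the data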;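 note: 0% = full 14-3-3 plus peptide FRET controls and 100% = background without 14-3-3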
Target sequence (P63103 whole entry, looked up): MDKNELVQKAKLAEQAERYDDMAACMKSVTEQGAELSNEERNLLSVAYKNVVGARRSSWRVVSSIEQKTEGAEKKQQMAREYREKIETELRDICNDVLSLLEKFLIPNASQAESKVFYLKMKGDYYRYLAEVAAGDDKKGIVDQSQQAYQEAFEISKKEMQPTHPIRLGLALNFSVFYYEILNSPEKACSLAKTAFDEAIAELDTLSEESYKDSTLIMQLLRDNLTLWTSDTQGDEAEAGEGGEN
Tb hexokinase = Trypanosoma brucei hexokinase 1 inhibitors, primary screen, biochemical, G6PDH-coupled NADH absorbance, MLSCN library; recombinant TbHK1, G6PDH-coupled NADH A340; actives 0.11% (n = 220,000); hexokinase 1 [Trypanosoma brucei]; inhibition, % at 10 µM; AID 1430, 2008;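 active = inhibition of 50% or more in the single-dose primary screen; inactive = inhibition below 50%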
EBV gp42 block = Epstein-Barr virus gp42 inhibitors, primary screen, biochemical, uHTS, fluorescence polarization. Glycoprotein 42 (Epstein-Barr virus (strain AG876)), Q1HVG2. Fluorescence polarization binding assay, mP read-out. inhibition, % (tested at 21.74 µM). actives 0.42% (n = 220,000). AID 1085, 2008; in the data active = inhibition above about 50%
NCF1 inh = p47phox/p22phox peptide binding inhibitors, primary screen, biochemical, uHTS, NADPH oxidase regulatory subunit; Neutrophil cytosol factor 1 (Homo sapiens), P14598; fluorescence polarization, 2 h; inhibition, % at 24.7 µM; actives 0.53% (n = 220,000); AID 1274, 2008;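 active = inhibition above about 30%, limit read from the data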;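 note: 0% = p47phox with labelled peptide and 100% = labelled peptide alone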
L929 necroptosis = inhibitors of zVAD-triggered necroptosis, primary screen, L929 cells. L929 zVAD necroptosis rescue, ATP luminescence, 24 h; with zVAD 60 µM. viability rescue, % at 10 µM. actives 0.38% (n = 220,000);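 active = activation, scaled between plate controls, above about 75%, limit read from the data; inactive = activation under that limit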;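 note: 0% = zVAD with DMSO and 100% = DMSO alone without zVAD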
* = called active by the depositor; x = no result given; [ ] = another dose, or the depositor's remark.

SMILES	Runt-CBFb FRET	Runt-SMMHC FRET	Mdm2 ligase inh	Hck Nef HTS	14-3-3 Bad PPI	Tb hexokinase	EBV gp42 block	NCF1 inh	L929 necroptosis
O=c1oc2ccccc2c(Nc2ccc(Cl)cc2)c1[N+](=O)[O-]	6	1	-6	12	-1	-6	-14	-6	-0.6
O=C(Nc1ccccc1)N1CCCC2CCCCC21 (stereo not given)	0	0	-3	2	18	23	-32	-1	0.4
CCOC(=O)C1CCCN(C(=S)Nc2ccc(Nc3ccccc3)cc2)C1 (stereo not given)	9	-1	-66	16	-5	1	9	-2	0.6
CC(C)Sc1nc2sc(-c3ccccc3)cc2c(=O)n1N	1	-1	-2	0	2	-10	-9	0	0.7
Cc1ccc(COC(=O)c2ccc3c(c2)C(=O)N(CCCN2CCOCC2)C3=O)cc1	0	-2	-9	22	-4	-12	-11	-11	-0.5
COc1cc2[nH]c(=S)nc(NCCCOC(C)C)c2cc1OC	2	1	-12	2	3	-7	-3	8	0.3
O=C1CSC(c2c(F)cccc2Cl)N1c1cccc(F)c1 (stereo not given)	-1	-7	-30	1	0	6	-8	-13	0.3
CCOC(=O)CN1C(=O)COc2ccc(Cl)cc21	1	-1	10	2	-5	6	-21	-9	0.2
CCOc1cc(/C=N\O)cc(Cl)c1OCC	-2	-1	-3	3	-3	1	-11	-13	0.0
CCOC(=O)NC(=O)/C(C#N)=N\Nc1cccc(Cl)c1	-4	-2	x	11	6	-15	-10	-9	0.1
COc1cccc(-c2csc(N3CCN(S(=O)(=O)c4ccc(F)cc4)CC3)n2)c1	8	2	-16	1	7	1	-16	-19	6.1
CCSC(=S)Nc1c(C)n(C)n(-c2ccccc2)c1=O	2	0	-24	4	-15	-2	-7	-9	0.5
NC(N)=NS(=O)(=O)c1ccc(N=C2C(=O)Nc3ccccc32)cc1	3	-4	-7	13	3	-6	-15	-2	0.0
Cc1c(C(=O)N(Cc2ccccc2)C(C)C)cnn1-c1ccccc1	0	0	-12	17	-1	-5	-7	-11	-0.4
N#CC(C(=O)NCCc1ccccc1)c1nc2ccccc2nc1N1CCOCC1 (stereo not given)	-19	-38	-12	-4	-5	-13	-126	-15	-1.1
Cc1ccc(OCc2nnc(NC(=O)c3cccnc3)s2)cc1	0	-4	x	26	4	-6	-1	-9	0.1
Cc1ccc2oc(=O)c3cnn(CC(=O)N4CCc5ccccc5C4)c3c2c1	-1	1	-2	3	-8	2	2	6	0.0
NNc1nc2c(F)cccc2s1	9	6	-11	2	17	-6	-35	8	-0.6
COC(=O)/C=C1/N/C(=N\c2nc(C)cc(C)n2)N(c2ccc(C)c(C)c2)C1=O	0	3	4	-1	2	-23	-10	-6	-0.2
Cc1cc(C)nc(N2CCC(C(=O)Nc3ccc4c(c3)OCCO4)CC2)n1	-1	0	-1	-18	13	4	7	5	1.2
CC(C)OCCCNC(=O)c1cc(Sc2ccc(F)cc2)nc2ccccc12	-1	0	-12	0	-12	31	-8	-10	0.7
Cc1cc(=O)oc(C)c1C(=O)OC(C(=O)c1ccccc1)c1ccccc1 (stereo not given)	-1	-2	4	3	2	-3	4	-10	x
COc1ccc(OC)c(C(=O)N2CCC(C(=O)c3ccc(F)cc3)CC2)c1	-3	7	x	18	-6[fluorescence artefact?]	-4	-2	-6	0.0
Clc1ccc2c(c1)C(N1CCNCC1)Cc1ccccc1S2 (stereo not given)	-1	2	-8	8	1	4	1	-30	-3.2
O=C(CC1C(=O)NCCN1Cc1cccc(Oc2ccccc2)c1)NCCc1ccccn1 (stereo not given)	-7	-10	2	-9	-7	-10	14	-1	-0.4
O=C(c1sc2ccccc2c1Cl)N(Cc1ccco1)C1CCS(=O)(=O)C1 (stereo not given)	4	7	-5	0	-1	1	-25	-13	-0.3
C=CCNC(=O)C1CCN(c2cc(C)nc(-c3ccccc3)n2)CC1	2	0	-8	15	-18	-4	-8	-7	0.9
CN=c1scc(-c2cccs2)n1/N=C/c1ccccc1O	0	-7	-86	2	13[fluorescence artefact?]	23	3	-6	0.0
C=C(C)CC(NCc1ccco1)c1ccc(OC)cc1 (stereo not given)	-3	-10	-9	0	-5	0	-23	-9	1.0
Cc1cc(-c2ccccc2)oc(=O)c1NC(=O)c1ccccc1	-1	-4	8	12	7	-27	-8	8	1.9
Cc1[nH]nc2c1C(C(C)c1ccccc1)C(C#N)=C(N)O2 (stereo not given)	-1	2	-5	3	-12	-4	11	0	0.2
CC(C)(C)C1=Nn2c(nnc2C2CCCCC2)SC1	-2	1	-8	1	22[fluorescence artefact?]	-7	-9	-1	0.1
CCn1c(C)nc2cc(C(=O)NNC(=O)Nc3ccc(Cl)cc3)ccc21	-1	1	-13	-2	-8	-3	1	-20	0.9
O=C(Nc1ccccn1)c1sc2cccc(F)c2c1Cl	2	-2	-67	20	-6	-17	0	3	3.0
COC(=O)c1sccc1NC(=O)CSc1cc(Cl)ccc1Cl	-1	1	-20	-1	14	14	-13	-6	-0.5
CCO/C=C1/C(=O)N(C)C(=O)c2cc(OC)ccc21	3	-6	-3	-13	1	1	-13	-11	0.0
CCOc1ccc(S(=O)(=O)N/N=C(\C)Cc2ccc(OC)cc2)cc1	-2	3	12	-2	-4	-3	-9	0	-0.7
O=C(c1cnc2n(c1=O)CCS2)N1CCN(c2ccccc2Cl)CC1	1	-2	-6	8	-3	7	-23	-7	-0.6
O=C(Nc1ccccc1)Nc1cc(OCC(F)(F)F)cc(OCC(F)(F)F)c1	-3	1	-17	1	28	34	2	-21	0.9
O=C(Nc1c(F)cc(F)cc1Br)c1cc(-c2ccc(O)cc2)on1	2	-2	-7	17	-2	-10	6	-12	7.9
Cc1c(C(C)O)nnn1-c1nonc1N (stereo not given)	0	1	-12	1	6	0	-19	-1	1.2
COc1cc(OC)c(OC)cc1CNC1CCCCCC1	0	-8	-8	-1	18	9	-27	-17	0.0
NC(=O)[C@H]1CC2(CC(c3cccc(NC(=O)[C@H]4CCC(=O)N4)c3)=NO2)CN1C(=O)CC(c1ccccc1)c1ccccc1 (stereo not given in full)	-2	2	8	14	-1	-15	-15	-2	0.5
Cc1nc(N2CCN(c3ccccc3)CC2)[nH]c(=O)c1Cc1ccccc1	-1	2	-13	-1	92*	-4	-6	2	1.9
CCOC(=O)c1cnc(-n2cc(C)cn2)nc1Nc1ccccc1OC	-1	-2	-18	0	3[fluorescence artefact?]	-3	-11	-8	-0.2
COc1ccc(/C=N/Nc2ncnc3sc4c(c23)CCCC4)cc1O	1	4	-7	8	2	-25	-2	-20	1.3
CCOC(=O)c1c(NC(=O)c2cc(-c3ccc(O)cc3)on2)sc(C(C)=O)c1C	13	1	x	34	65[fluorescence artefact?]	-9	-15	-11	x
O=C(O)/C=C/c1cn(Cc2ccccc2Cl)nc1-c1ccccc1	0	-1	8	9	8	-6	1	0	1.2
Cc1cccc(CC(=O)Nc2cc(C)c3c(=O)oc4ccccc4c3n2)c1	-3	-1	-8	1	-1	-9	-16	-19	0.6
CCCCC1=CC2=CC(=O)C(C)(OC(=O)CC)C(=O)C2=CN1Cc1ccco1 (stereo not given)	8	8	16	15	-4	-51	11	-1	0.0
Cn1cccc1Cc1nnc(SCC(=O)NCCc2ccccc2)n1-c1ccc(F)cc1	6	0	-40	8	10	0	-4	-3	-0.4
Cc1ccc2cc(C)c(SCC(=O)NCc3ccco3)nc2c1	1	-5	-8	19	-5	-4	-30	-5	-0.3
Cc1ccc2c(c1)nnn2C1CCN(CC(=O)N(c2ccccc2)c2ccccc2)CC1	-2	-2	x	19	-1	-3	-15	-2	-0.9
CCOc1ccc2nc(NCCCO)[nH]c2c1	0	-3	1	-1	-4	-9	-15	-1	1.1
CC(C)(Oc1ccc(Cl)cc1)C(=O)N1CCC(C(N)=O)CC1	-1	-3	x	10	-5	2	-18	-17	-0.3
O=C1NC(=Nc2ccccc2)S/C1=C/c1cccs1	-3	-1	-12	21	0	0	-2	-15	-0.2
CN1CCN(C(=O)C2=C[C@@H](c3ccccc3)C[C@@H](OCCCCO)O2)CC1	1	-1	x	2	-10	8	-6	-12	-0.3
Cc1nnc(N(Cc2ccccc2)C(=O)c2cnccn2)s1	-3	-2	8	1	x	-2	1	3	0.1
Oc1ccc(C=NC2CCCCC2)c(O)c1	7	-11	-7	19	2	-15	8	-3	0.1
Cc1cc(C)n(-c2nnc(C)n2/N=C/c2ccco2)n1	1	0	-6	1	-7	-2	-10	-3	-0.7

The list continues:
SMILES	Runt-CBFb FRET	Runt-SMMHC FRET	Mdm2 ligase inh	Hck Nef HTS	14-3-3 Bad PPI	Tb hexokinase	EBV gp42 block	NCF1 inh	L929 necroptosis
O=C(COC(=O)c1cccs1)Nc1cccc(S(=O)(=O)NC2=NCCCCC2)c1	-2	-26	-2	0	-13	2	-11	-8	0.9
O=C(c1ccccc1-c1ccccc1)N1CCCCC1	0	-1	-23	-23	1	10	-6	-3	-1.1
N/C(CN1CCSCC1)=N\OCc1c(F)cccc1Cl	2	-2	-15	4	3	-7	-10	-9	0.9
CN(N=Nc1ccc([N+](=O)[O-])cc1)c1ccccc1	-156	-275	-10	0	6[fluorescence artefact?]	-8	82*	-31	0.1

A different layout for five compounds above.
SMILES | Runt-CBFb FRET | Runt-SMMHC FRET | Mdm2 ligase inh | Hck Nef HTS | 14-3-3 Bad PPI | Tb hexokinase | EBV gp42 block | NCF1 inh | L929 necroptosis
COC(=O)c1sccc1NC(=O)CSc1cc(Cl)ccc1Cl | -1 | 1 | -20 | -1 | 14 | 14 | -13 | -6 | -0.5
O=c1oc2ccccc2c(Nc2ccc(Cl)cc2)c1[N+](=O)[O-] | 6 | 1 | -6 | 12 | -1 | -6 | -14 | -6 | -0.6
N/C(CN1CCSCC1)=N\OCc1c(F)cccc1Cl | 2 | -2 | -15 | 4 | 3 | -7 | -10 | -9 | 0.9
C=C(C)CC(NCc1ccco1)c1ccc(OC)cc1 (stereo not given) | -3 | -10 | -9 | 0 | -5 | 0 | -23 | -9 | 1.0
N#CC(C(=O)NCCc1ccccc1)c1nc2ccccc2nc1N1CCOCC1 (stereo not given) | -19 | -38 | -12 | -4 | -5 | -13 | -126 | -15 | -1.1

Compound activity as filed in PubChem.

Rows are unselected; 3.2% or so of the library scored in one or more.
